From PubChem BioAssay
PDI turbidity = inhibitors of human protein disulfide isomerase; AID 588391; PDI insulin aggregation turbidity, A650, 90 min; actives 0.052% (n = 350,000); inhibition, % at 10 µM;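 active = mean inhibition across replicates of 30% or more, whatever share of single replicates reach that level; inconclusive = mean inhibition below 30% while every single replicate reaches 30%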;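 note: absorbance from insulin aggregation driven by PDI reduction with DTT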
N-glyco inh = N-linked glycosylation inhibition | D54 ERlucT glycosylation luciferase reporter, 24 h; percent of 100 nM tunicamycin response | reporter increase, % at 12.5 µM | actives 0.23% (n = 360,000) | AID 588692;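 active = mean luciferase reporter signal, scaled so untreated is 0 and the glycosylation-blocking control 100, at or above a set limit in every replicate; inconclusive = mean reaches the limit but not every replicate does; inactive = mean below the limit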;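 note: luciferase carries N-glycosylation sites so blocking glycosylation raises the light; 0% = median of neutral control wells and 100% = median of 100 nM tunicamycin wells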
Vif imaging = blocks HIV Vif function | HEK293T cells, Vif self-association by quenched fluorescence, imaging, 24 h | inhibition, % at 7.49 µM | actives 0.35% (n = 340,000); in the data active = inhibition above about 50%, passing the limit was not always enough; inconclusive = no clear call, values can overlap the other calls; inactive = below about 31%; note: some results filed as inactive read as strong as hits
m5-HT2A agonist = activates the mouse 5-HT2A serotonin receptor; P35363; CHO-K1 mHTR2A beta-arrestin complementation, luminescence; percent of 30 µM serotonin response; activation, % at 7.6 µM; actives 0.66% (n = 360,000); AID 624169;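 active = activation above a run cutoff, the mean activation of all tested compounds plus 3 SD, cut at about 14% in these data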;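 note: 0% = plate median of compound wells and 100% = 30 µM serotonin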
CaV13 FRET inh = Primary screen for inhibitors of IQ motif and Ca2+-dependent inactivation inhibitor domain binding in CACNA1D, Förster resonance energy transfer in living cells, …. AID 743397. HEK cells, CFP/YFP FRET ICDI-IQ, plate reader, 10 min; percent FRET-ratio fall versus neutral wells. inhibition, % at 12.3 µM. actives 0.098% (n = 340,000);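 active = mean replicate inhibition of at least 30% and at least 1% of replicates passing that level; inconclusive = only one of the two criteria is met; inactive = neither criterion is met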;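 note: 0% = median of the neutral control wells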
ABCB6 inh 2 = blocks the human ABCB6 transporter. Q9NP58. K562-ABCB6 porphyrin accumulation, flow cytometry, 1 h; active compounds read low. fluorescence ratio to DMSO, % at 10 µM. actives 0.19% (n = 360,000). AID 602162;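 active = fluorescence ratio to DMSO below 75%, the collection mean minus 3 SD; inconclusive = too few cells collected in the well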;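 note: signal is porphyrin accumulated inside mitochondria; 100% equals median channel fluorescence of DMSO control wells; lower ratio means ABCB6 inhibition with less porphyrin fluorescence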
Target sequence (Q9NP58 whole entry, looked up): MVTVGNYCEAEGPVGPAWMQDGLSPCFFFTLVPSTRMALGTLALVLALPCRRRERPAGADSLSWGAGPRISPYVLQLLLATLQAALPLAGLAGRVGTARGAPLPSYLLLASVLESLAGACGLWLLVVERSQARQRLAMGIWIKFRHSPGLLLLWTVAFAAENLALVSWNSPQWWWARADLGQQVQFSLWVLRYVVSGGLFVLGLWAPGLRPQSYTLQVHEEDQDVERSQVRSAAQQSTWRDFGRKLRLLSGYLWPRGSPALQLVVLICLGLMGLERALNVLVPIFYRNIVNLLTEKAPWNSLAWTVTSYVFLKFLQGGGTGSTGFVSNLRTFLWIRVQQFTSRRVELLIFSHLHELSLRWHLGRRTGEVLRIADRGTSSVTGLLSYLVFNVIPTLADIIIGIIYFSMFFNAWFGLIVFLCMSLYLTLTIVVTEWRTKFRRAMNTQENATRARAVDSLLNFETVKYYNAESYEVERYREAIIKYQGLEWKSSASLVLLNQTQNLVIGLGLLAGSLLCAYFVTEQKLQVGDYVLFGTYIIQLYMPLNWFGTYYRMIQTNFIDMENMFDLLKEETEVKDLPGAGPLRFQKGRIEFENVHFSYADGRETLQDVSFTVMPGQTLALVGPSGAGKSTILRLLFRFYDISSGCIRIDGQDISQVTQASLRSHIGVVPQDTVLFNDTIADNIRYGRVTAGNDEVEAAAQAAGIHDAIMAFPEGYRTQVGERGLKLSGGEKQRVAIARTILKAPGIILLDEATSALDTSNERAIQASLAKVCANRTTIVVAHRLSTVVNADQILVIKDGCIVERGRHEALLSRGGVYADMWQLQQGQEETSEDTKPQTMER
H9c2 protect = modulators protecting cardiomyocytes from myocardial damage; actives 0.63% (n = 360,000); protection from H2O2 cell death, % at 20 µM; H9c2 cardiomyocytes, H2O2 injury protection, ATPLite, 2 h; AID 588492;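 active = compounds giving at least 50% protection of heart cells from peroxide-induced death in the single-dose screen, raw or plate-pattern-corrected value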;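 note: 0% = DMSO wells with peroxide and 100% = DMSO wells without peroxide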
aDG glyco act = increases alpha dystroglycan glycosylation; actives 0.22% (n = 360,000); activation, % at 10 µM; Pro5-aDG cells, alpha-DG glycosylation AlphaScreen (IIH6); 0% Pro5, 100% B10-LARGE cell signal;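 active = activation of at least 8% versus controls, or a plate z-score of at least 8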;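 note: Pro5 are CHO cells carrying HIG-tagged alpha-DG that lacks glycosylation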
MC4R antagonist = antagonists of human melanocortin 4 receptor (MC4R); P32245; AID 540295; MC4R-expressing cells, MTII-stimulated cAMP, LANCE TR-FRET; actives 0.48% (n = 360,000); inhibition, % at 6.5 µM;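 active = inhibition above its plate's cutoff, the mean of tested wells on that plate plus 3 SD, cut at about 29% in these data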;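 note: 0% = Melanotan II alone and 100% = Melanotan II plus saturating MCL0020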
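System: U2OS cells stably expressing human melanocortin 4 receptor (MC4R). Reagent: Melanotan II challenge after compound preincubation. Doses: 6.5 µM. Times: 30-min compound, 1-h challenge, 1-h detection, room temperature. Measured by: TR-FRET with Eu-cAMP and labeled anti-cAMP, 671 nm. Replicates: singlicate.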
MC4R barr agon = agonists of human melanocortin 4 receptor (MC4R) beta-arrestin. actives 0.98% (n = 360,000). U2OS MC4R beta-arrestin complementation, luminescence; percent of melanotan II response, DMSO zero. activation, % at 8.9 µM. P32245;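 active = activation above a per-plate cutoff, the mean activation of sample wells on that plate plus 3 SD, cut at about 8% in these data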
The depositor's hits bear a star; ? = inconclusive; . = no result given; & = joins results of further samples.

Below each SMILES: ABCB6 inh 2	H9c2 protect	CaV13 FRET inh	N-glyco inh	MC4R antagonist	m5-HT2A agonist	PDI turbidity	Vif imaging	aDG glyco act	MC4R barr agon
1. O=S1(=O)N=C2CCCCCN2C(c2ccc(F)cc2)N1 (centres undefined)
  90	11	4	1	24	0	-3	3	0.5	0.0
2. CCCCN(C(=O)c1cnccn1)c1c(N)n(CCC)c(=O)[nH]c1=O
  101	-6	-17	2	6	-2	1	21	-0.1	-2.6
3. CCOC(=O)c1[nH]c(C)c(C(=O)OCC(=O)Nc2sc3c(c2C#N)CCCCC3)c1C
  95	19	-5	1	6	1	5	8	-0.1	0.9
4. O=C(Nc1nnc(SCc2ccccc2F)s1)c1ccco1
  107	0	-3	1	-5	-1	1	3	0.2	-2.2
5. COc1ccc(Br)cc1CNCC1CCCO1 (centres undefined)
  99	4	-3	1	4	-2	1	19	-0.1	-0.8
6. CCN(CC)C(=O)C1CCN(c2ncnc3c2cnn3-c2ccc(C)cc2C)CC1
  96	16	.	-3	2	0	-3	5	0.0	1.1
7. O=C(C=Cc1ccccc1)c1c[nH]c2ccccc2c1=O
  99	-4	-7	-8	-1	-2	8	37	0.6	-2.4
8. Cc1ccc(N2CCN(c3ccc([N+](=O)[O-])cn3)CC2)c(C)c1
  99	-8	-19	0	6	2	-1	-6	-0.1	-0.3
9. O=C(Nc1ccc(F)c(Cl)c1)c1cc(C2CCCCN2C(=O)c2ccc(Cl)cc2)on1 (centres undefined)
  95	-8	-9	-3	-3	0	-9	6	0.3	-1.5
10. Cn1c(=O)c2c(O)c(Cc3ccccc3)c(=O)[nH]c2n(C)c1=O
  99	1	-3	1	3	-2	-10	-11	-0.1	-1.7
11. CCOc1ccc(C(=O)N2CCN(S(=O)(=O)c3cccs3)CC2)c(OCC)c1
  98	5	-4	1	-5	11	3	8	0.0	-1.6
12. Cc1ccc(C(=O)Nc2cc(S(=O)(=O)N3CCOCC3)ccc2N2CCCC2)cc1
  99	5	-3	45*	7	-5	4	0	-0.1	-1.5
13. COC(=O)CSc1ccc2nnc(-c3ccc(OC)c(OC)c3)n2n1
  88	11	-7	2	-21	-3	8	10	0.1	-1.4
14. O=C(NCc1ccccc1)C(c1ccc(F)cc1)N(Cc1ccco1)C(=O)c1ccccn1 (centres undefined)
  95	26	-6	-2	24	0	6	-1	-0.2	0.5
15. CCOC(=O)C1CCN(C(=O)C(=O)c2cn(CC(=O)N3CCCCCC3)c3ccccc23)CC1
  123	3	-3	2	0	1	9	-11	-0.5	-1.4
16. N#Cc1cc2ccccc2nc1N
  93	14	9	5	1	-1	6	-9	0.3	4.1
17. CCCCCC(=O)N1CCN(CCN=CC2=C(O)CC(c3cccs3)CC2=O)CC1 (centres undefined)
  97&98	2&-5	-11	1&1	3&2	-3&-3	0&-2	3&7	0.1&0.1	-2.2&-0.8
18. Cc1ccc(OCc2nnc(SC3CCc4ccccc4C3=O)n2C)cc1 (centres undefined)
  89	-5	-12	-1	-2	-2	3	-7	0.0	-1.7
19. CCOc1cc(C(=O)Nc2ccc3c(c2)OCO3)ccc1OCCOc1ccccc1Cl
  81	-17	.	1	1	4	2	11	-0.3	10*
20. CN(C)c1ncnc2c1ncn2C1OC(CO)C(O)C1O (centres undefined)
  105	6	.	-13	10	5	-5	?	-0.4	0.5
21. Cc1ccc(C(=O)N(CC(=O)NC2CCCC2)Cc2cccs2)s1
  97	-2	-4	1	4	3	-6	-20	0.0	-0.3
22. O=C(O)C1CCCCC1C(=O)Nc1nccs1 (centres undefined)
  96	-3	.	2	13	2	-1	3	-0.2	1.4
23. O=C(O)c1cccc(NC(=O)c2cc(-c3cccc(Cl)c3)nc3ccccc23)c1
  92	6	14	0	5	0	9	-2	-0.1	0.6
24. COCCn1c(Cc2ccccc2)nnc1SCC(=O)N1CCCC1=O
  93	0	-5	2	2	5	-3	10	0.3	-0.7
25. Cc1cc(C(=O)CSc2nc(N)cc(N)n2)c(C)n1CC1CCCO1 (centres undefined)
  94	-7	-6	0	10	5	1	4	0.1	-2.8
26. Cc1nn(-c2ccccc2)c(Cl)c1/C=N/NC(=O)c1cccnc1
  100	6	-14	-3	-12	2	-2	-5	-0.2	0.7
27. Cc1cc(NC(=O)CSc2nnc(C3CC3)n2N)no1
  102	4	.	1	13	-5	-2	1	0.0	-0.5
28. Cc1ccc(C(c2nnnn2C2CCCCC2)N(C)C2CCCCC2)cc1 (centres undefined)
  93	-23	-2	-10	9	5	4	18	0.2	-0.1
29. COc1ccccc1OCC(=O)Nc1nc(-c2ccc(S(=O)(=O)N3CCOCC3)cc2)cs1
  97	8	-1	1	14	-6	4	-27	-0.1	-2.4
30. CSC1=NC(C(Cl)(Cl)Cl)N=C(c2ccc(C)cc2)N1 (centres undefined)
  102	-8	5	25	-19	-8	0	6	-0.5	-1.5
31. O=C(Nc1cccc2ccccc12)c1csc([C@@H]2O[C@H](CO)[C@H](O)[C@H](O)[C@H]2O)n1
  97	2	-5	1	7	-1	1	7	-0.1	-1.1
32. CCC(OC(=O)CC1Sc2ccccc2NC1=O)C(=O)NCC1CCCO1 (centres undefined)
  97	-2	-8	1	7	7	0	9	0.0	0.4
33. CC(=O)NC1=NN(C(C)=O)C(c2sccc2C)S1 (centres undefined)
  93	12	-4	1	13	-2	7	-6	0.0	3.5
34. COc1ccc(NC(=O)CCCCCN2C(=O)c3ccccc3C2=O)c(OC)c1
  95	-2	-4	1	18	2	1	-8	0.0	-1.1
35. O=c1oc2ccccc2c(Nc2cc3ccccc3cc2O)c1[N+](=O)[O-]
  98	-15	9	9	-22	0	-10	-12	-0.3	-0.5
36. CN(Cc1ccccc1)C(=S)NC(=O)c1ccc(-c2ccccc2)cc1
  97	3	-6	6	-4	-3	-3	23	0.9	28*
37. CCCc1ccc(-c2ccc(C(=O)O)cc2)nc1
  104	-1	-7	-14	2	0	2	.	-0.1	-0.3
38. Cc1ccc2[nH]c3c(=O)n(N)c(C)nc3c2c1
  94	-6	-5	5	-11	0	-2	-4	0.2	0.9
39. Cc1ccc(CNC(=O)COC(=O)c2cc(C)oc2C)cc1
  98	6	-3	0	1	1	7	-1	-0.1	-1.9
40. CCc1cc(C(=O)NCC(c2cccs2)N2CCOCC2)sc1C (centres undefined)
  99	-3	-3	-2	5	-9	-2	-24	0.0	-1.5
41. COc1cc(OC)c(NC(=O)c2sc3ncn(CC(=O)N4CCN(c5ccccn5)CC4)c(=O)c3c2C)cc1Cl
  100	9	-3	0	-6	-4	12	-2	1.4	-2.1
42. COc1cc(NC(=S)NC2CC(C)(C)NC(C)(C)C2)cc(OC)c1
  100	14	-4	3	-7	2	0	-1	2.1	2.6
43. CC1(C)C2CCC(C2)C1(C)NC(=O)C[N+](C)(C)C (centres undefined)
  91	-7	-2	3	9	-2	10	1	0.0	-1.4
44. Cc1ccc(Nc2cc(C)nc3nnnn23)cc1
  85	13	0	0	-1	-1	1	6	0.1	-0.6
45. Cc1ccc(N(Cc2ccc([N+](=O)[O-])cc2)C(=O)c2ccco2)cc1C
  98	-5	-4	-4	6	-2	15	5	0.0	-1.3
46. COc1ccccc1CNCc1cccc(Oc2ccccc2)c1
  91	-2	0	-1	-5	-4	-12	-2	0.2	-0.8
47. C[C@H]1CN([C@@H](C)CO)C(=O)CCCn2cc(nn2)CO[C@@H]1CN(C)C(=O)Cc1ccccc1
  93	1	-6	3	3	8	3	-3	-0.3	-1.2
48. COCCN(C(=O)Nc1ccc(OC)cc1OC)C1CCN(C(C)C)CC1
  100	4	-8	2	-3	4	-7	19	-0.1	-1.7
49. CCOc1ccc(C2/C(=C(/O)c3ccc(S(=O)(=O)N4CCCCC4)cc3)C(=O)C(=O)N2CCCOC)cc1OC (centres undefined)
  99	7	-2	.	2	-7	1	.	0.1	-2.4
50. Cc1ccc(-c2cc(C(=O)Nc3ccc4c(c3)OCCO4)c3ccccc3n2)cc1
  98	-9	-7	-3	-6	-7	14	-9	-0.7	-1.8
51. CCOC(=O)/C(C#N)=N/Nc1ccccc1OC
  95	2	-5	1	3	-2	11	1	-0.5	2.1
52. Cc1cc(Br)cn2c(Cc3ccsc3)c(C(C)(C)C)nc12
  97	2	-7	-2	.	-3	.	.	1.0	.
53. Cc1ccc(C(=O)Nc2nc(-c3ccccn3)cs2)o1
  101	47	-3	-6	6	-2	5	-21	0.1	-0.3
54. Cc1ccccc1NC(=O)Nc1ccccc1C(=O)NCc1ccccc1
  98	6	-3	1	0	3	23	-1	3.2	-1.2
55. CN(C)C1=NC[C@H](Cc2ccccc2)N1CCCC1CCCC1
  81	-21	-9	1	4	-7	0	2	-0.2	0.3
56. CCn1c2ccccc2c2nnc(SCCN3CCCCC3)nc21
  102	-2	-19	-9	10	-3	0	-2	-0.2	1.7
57. O=C(OCc1ccccc1)N1CCc2ccccc21
  99	-15	-5	-10	0	0	0	-2	0.1	2.4
58. CCOC(=O)c1c(NC(=O)CSc2nnc(C)s2)sc2c1CCC(C)C2 (centres undefined)
  99	-27	-1	-1	-2	-2	0	-8	-0.2	-1.4
59. O=C1SCCC1NS(=O)(=O)c1ccc([N+](=O)[O-])cc1 (centres undefined)
  95	1	-6	-3	3	8	-15	4	1.1	-1.8

This is a random part of the collection, and some 3.6% of all compounds hit somewhere here.
